IL-2 act: qHTS of IL-2 Activators | IL-2 activation reporter assay, cell-based qHTS; stimulated with anti-CD3/CD4/CD28 beads; in transgenic mouse T cells | activation, % (series mostly up to about 46 µM) | 0.065% of 360,000 active | AID 652025, 2013; in the data active = activation above about 50%; inconclusive = mostly about 30% to 49%; also: 0% is about no effect
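Readout is EGFP and DsRed signal by fluorescent plate cytometry after 18 h at 37 degrees C. Transgenic mouse T cells (750/well) received compound for 60 min before bead stimulation (anti-CD3, anti-CD4, anti-CD28); memory T cells served as non-tolerant control.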
GLP1R cytotox: qHTS of GLP-1 Receptor Inverse Agonists: Cytotox Screen | HEK293 cAMP-luciferase reporter cells, luminescence, 24 h | Potency, µM (highest dose often 38.3 µM), inactives show at the highest dose activity change, negative = inhibition, usual class: inhibitors | 0.13% of 410,000 active | AID 624418, 2012;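 also: loss of luciferase light is scored as toxicity; potency is read from the fitted curve at half-maximal effect; % is scaled to controls: 0 for no effect and ±100 for the full control effect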
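Cells in DMEM/10% Nu serum/1% pen-strep, 1536-well format. Pre-incubated 12 h, dosed with 23 nL compound, incubated a further 24 h. Luciferase detection, 12 min at room temp, luminescence.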
PTHR1 agonist: qHTS for PTHR1 Agonists: Primary Screen; Parathyroid hormone/parathyroid hormone-related peptide receptor (Homo sapiens), Q03431; HEK293 GP2 PTHR1 cells, GloSensor cAMP luminescence, 1 h; Potency, µM (series often up to 115 µM), without a hit: top-dose activation, most hits filed as activators; 0.075% of 410,000 active; AID 743266, 2014; also: potency is read from the fitted curve at half-maximal effect; nearly all actives have a fitted effect of over 55% in size; some results filed as inactive show a strong effect at the top dose; inactives centre near -15; many of its hits are not listed in these tables
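HEK-293-derived GP2 cells expressing PTHR1 and a GloSensor cAMP reporter, 3,000/well, plated overnight, given luciferin plus IBMX (each 0.5 mM as added) for 1 h at 37 °C, then compound for 1 h at 37 °C. Luminescence was read after 15 min at room temperature.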
GLP1R inv ag: qHTS of GLP-1 Receptor Inverse Agonists (Inhibition Mode). Glucagon-like peptide 1 receptor (Homo sapiens), P43220. HEK293 GLP-1R CRE-luciferase, luminescence, 24 h; GLP-1R form is constitutively active. Potency, µM (doses to about 38.3 µM), for inactives: top-dose activity change, negative = inhibition, actives largely listed as inhibitors. 1.6% of 410,000 active. AID 624417, 2012; also: potency is read from the fitted curve at half-maximal effect; % is scaled to controls: 0 for no effect and ±100 for the full control effect; nearly all actives have a fitted effect of over 55% in size
Target sequence (P43220 whole entry, looked up): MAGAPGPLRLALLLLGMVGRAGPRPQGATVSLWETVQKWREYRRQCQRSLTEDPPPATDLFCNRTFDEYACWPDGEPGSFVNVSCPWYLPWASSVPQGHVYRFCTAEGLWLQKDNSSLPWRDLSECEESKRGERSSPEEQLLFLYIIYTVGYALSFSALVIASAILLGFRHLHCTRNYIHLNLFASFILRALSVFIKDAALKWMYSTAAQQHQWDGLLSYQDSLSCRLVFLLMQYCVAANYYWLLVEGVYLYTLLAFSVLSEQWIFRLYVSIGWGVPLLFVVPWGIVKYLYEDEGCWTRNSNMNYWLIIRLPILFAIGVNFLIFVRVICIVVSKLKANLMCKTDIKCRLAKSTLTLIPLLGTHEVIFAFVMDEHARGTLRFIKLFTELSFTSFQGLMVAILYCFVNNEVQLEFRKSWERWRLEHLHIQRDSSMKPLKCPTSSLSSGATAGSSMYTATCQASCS
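Constitutively active GLP-1R drives a cAMP-responsive luciferase in stably transfected HEK293 cells; test compounds are added after overnight (12 h) attachment and left 24 hr, and signal loss in luminescence marks inhibition.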
PI5P4K alpha inh: qHTS for Inhibitors of phosphatidylinositol 5-phosphate 4-kinase (PI5P4K). PI5P4Kalpha enzyme, ADP-Glo luminescence, 60 min; hits give low values. max response, %. 1.2% of 330,000 active; active = max response of -50% or lower; inconclusive = between -30% and -50%; inactive = -30% or higher; also: value at the top dose of about 77 µM; % is scaled to controls: 0 for no effect and ±100 for the full control effect
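PI5P4Kalpha ADP-Glo assay; 5 microM ATP final; 60 min RT reaction; HEPES pH 7.4/EGTA/CHAPS, 5% DMSO; controls lacking substrate or enzyme; luminescent end-point.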
GLP1R ag: qHTS of GLP-1 Receptor Agonists; Glucagon-like peptide 1 receptor (Homo sapiens), P43220; HEK293 GLP-1R CRE-luciferase, luminescence, 4-6 h; cells express a hypersensitive GLP-1R form; Potency, µM (series often up to 45.6 µM), without a hit: at the top dose activation, actives largely listed as activators; 0.007% of 380,000 active; also: potency is read from the fitted curve at half-maximal effect; % of control where 0% means no effect
EPAC1 agonist: qHTS for Agonist of cAMP-regulated guanine nucleotide exchange factor 3 (EPAC1): primary screen; EPAC1 agonist qHTS, biochemical assay; response scale: 100% = response to 6.5 mM cAMP; Potency, µM (highest dose often 154 µM), for inactives: top-dose activation, most hits filed as activators; 0.073% of 360,000 active; AID 720707, 2013; also: potency is read from the fitted curve at half-maximal effect; nearly all actives have a fitted effect of over 60% in size
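Read-out is the fluorescence drop as BODIPY-GDP leaves Rap1B (480 nm excitation, 540 nm emission), recorded every 5 minutes over 30 minutes. Reactions held 100 nM EPAC1, 250 nM Rap1B–BODIPY-GDP and 50 uM GDP, with 6.5 mM cAMP setting full activation.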
PLK1 PBD block: qHTS for Inhibitors of PLK1-PDB (polo-like kinase 1 - polo-box domain): Primary Screen. Serine/threonine-protein kinase PLK1 (Homo sapiens), P53350. Plk1 PBD binding of FITC phosphopeptide, fluorescence polarization. Potency, µM, inactives show max response, negative = inhibition, actives largely listed as inhibitors. 2.8% of 360,000 active. AID 720504, 2013; also: potency is read from the fitted curve at half-maximal effect; series mostly up to about 57 µM; % is scaled to controls: 0 for no effect and ±100 for the full control effect; nearly all actives have a fitted effect of over 65% in size
Target sequence (P53350 whole entry, looked up, the tested form may be a part): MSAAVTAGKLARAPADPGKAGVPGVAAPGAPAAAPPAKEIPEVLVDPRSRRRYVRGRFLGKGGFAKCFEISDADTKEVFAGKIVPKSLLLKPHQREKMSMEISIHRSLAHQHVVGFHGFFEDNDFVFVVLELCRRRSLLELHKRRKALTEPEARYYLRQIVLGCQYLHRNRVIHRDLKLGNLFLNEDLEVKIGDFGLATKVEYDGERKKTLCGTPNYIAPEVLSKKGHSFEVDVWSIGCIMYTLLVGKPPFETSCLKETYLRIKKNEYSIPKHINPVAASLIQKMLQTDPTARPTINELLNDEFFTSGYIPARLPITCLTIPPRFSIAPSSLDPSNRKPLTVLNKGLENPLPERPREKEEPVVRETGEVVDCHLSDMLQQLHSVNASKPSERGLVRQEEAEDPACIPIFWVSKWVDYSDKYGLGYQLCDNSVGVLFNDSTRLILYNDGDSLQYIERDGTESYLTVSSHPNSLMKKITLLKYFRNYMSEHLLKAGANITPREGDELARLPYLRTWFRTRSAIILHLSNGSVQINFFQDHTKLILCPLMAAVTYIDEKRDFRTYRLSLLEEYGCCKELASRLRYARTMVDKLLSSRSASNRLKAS
EPAC1 antag: qHTS for Antagonist of cAMP-regulated guanine nucleotide exchange factor 3 (EPAC1): primary screen; Rap guanine nucleotide exchange factor 3 (Homo sapiens), O95398; EPAC1 GEF assay, Rap1b-BODIPY-GDP exchange fluorescence; Potency, µM (highest dose often 115 µM), for inactives: at the top dose activity change, negative = inhibition, most hits filed as inhibitors; 0.14% of 360,000 active;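 also: potency is read from the fitted curve at half-maximal effect; plate controls were vehicle for no effect and positive control for full effect; nearly all actives have a fitted effect of over 50% in size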
* = called active by the depositor; i = inactive; ? = inconclusive; · = no result given; [ ] = another dose, or the depositor's remark. Unless noted, calls follow the shape of the dose curve; as a rule, active = well fitted curve in the direction sought with a large enough effect; inconclusive = small, poorly fitted or top-dose-only effect, or another doubt; inactive = no such curve, though single readings can be large; an effect the other way counts as inactive or inconclusive.

SMILES	IL-2 act	GLP1R cytotox	PTHR1 agonist	GLP1R inv ag	PI5P4K alpha inh	GLP1R ag	EPAC1 agonist	PLK1 PBD block	EPAC1 antag
Cc1cc2cc(CCNS(=O)(=O)c3ccc(F)cc3)c(=O)[nH]c2cc1C	1.3	-9%	i	-18%	-4	14%	3%	0%	4%
COc1ccc(CN2CC(C(=O)NCCCN3CCCC(C)C3)CC2=O)cc1 (stereo not drawn)	-1.5	-1%	-13%	9%	0	1%	-22%	-1%	10%
CCOc1ccccc1OCCN1CCCC1	0.4	-25%	-18%	3%	-13	-1%	-8%	-5%	7%
O=[N+]([O-])c1cc(C(F)(F)F)ccc1Cl	-0.2	1%	-15%	4%	1	1%	-10%	-10%	18%
CCCc1cc(=O)[nH]c(-n2[nH]c3c(c2=O)CCCC3)n1	-0.4	2%	-21%	-9%	2	1%	7%	-12%	3%
COc1ccccc1C1C(C(N)=O)=C(C)Nc2nc(-c3ccccc3Cl)nn21 (stereo not drawn)	-2.4	3%	-8%	1%	-26	-6%	3%	-19%	-1%
CC(=O)Nc1ccc(N(C(=O)c2ccccn2)C(C(=O)NC2CCCCC2)c2ccc(F)cc2)cc1 (stereo not drawn)	-0.3	2%	-11%	2%	-5	17%	5%	-19%	3%
Cc1nc2nc[nH]n2c(=O)c1NC(=O)c1c(-c2ccccc2Cl)noc1C	0.1	9%	i	3%	-6	-18%	3%	0%	3%
CC/C(=C\C1CCCCC1)C(NP(=O)(c1ccccc1)c1ccccc1)c1ccccc1 (stereo not drawn)	0.4	-4%	-5%	?	7	-4%	10%	2%	-4%
C/C(CC(=O)NCc1ccc(Cl)cc1)=N\NC(=O)c1ccccc1F	-2.0	3%	-17%	-14%	2	9%	14%	-16%	?
CN1C(=S)SC(/[N+]([O-])=C\c2cccs2)C1(C)C (stereo not drawn)	2.7	3%	i	-9%	0	-3%	5%	-25%	-7%
COc1ccc(Oc2nc(SC)nc3ccccc23)cc1	-1.8	-1%	-24%	6%	2	0%	11%	-4%	-2%
O=C(Nc1ccccc1O)c1ccc([N+](=O)[O-])cc1	-0.5	-3%	-22%	24%	0	-6%	3%	-2%	-6%
CCOC(=O)c1cc2c(ccc3nc(C)c(C)c32)[nH]c1C	-1.3	184%[activator]	i	175%[activator]	-3	15%	-8%	-1%	-8%
COc1ccc(C2CC(c3ccc(Br)cc3)Nc3nc(N)nn32)cc1 (stereo not drawn)	-2.4	-3%	-7%[57.5 µM]	10%	·	-2%	-1%	-3%	9%
N#Cc1ccc(CSc2ccc(S(=O)(=O)N3CCCC3)cn2)cc1	-0.4	1%	-20%	?	7	-2%	17%	-7%	11%
COc1ccc(NC(=O)/C(C#N)=C/c2ccc(OCCN3CCOCC3)c(OC)c2)c(OC)c1	-1.9	0%	-19%	19%	5	6%	1%	2%	-1%
C=CS(=O)(=O)c1sc(Cl)c(N2CCOCC2)c1[N+](=O)[O-]	-1.1	?	-98%[inhibitor]	?	-105*	-3%	8%	0.53µM*	?
Cn1c(=O)c2c(ncn2CC(=O)OCC(=O)Nc2ccccc2Cl)n(C)c1=O	0.1	?	i	?	2	-3%	-13%	-4%	2%
COc1ccc(CCNS(=O)(=O)CCNC(=O)c2ccccc2)cc1	4.9	-5%	i	-19%	5	3%	8%	1%	8%
CCN1C(=O)[C@H]2[C@H]3CN=C(SCc4ccc(C)cc4)N3[C@@](C)(C(=O)OC)[C@H]2C1=O	0.2	10%	i	5%	-3	0%	9%	-11%	-4%
COc1ccc(S(=O)(=O)N2CCOC2CNC(=O)C(=O)NCCc2ccccc2OC)cc1C (stereo not drawn)	-3.7	2%	-46%[inhibitor]	?	-5	17%	9%	-4%	-7%
Cc1ccc(-c2nc(CS(=O)(=O)CC(=O)NCCCN3CCN(C)CC3)c(C)o2)cc1	2.9	-8%	i	4%	1	-1%	-4%	4%	14%
CN(Cc1ccccc1)C(=O)c1cccnc1	0.0	4%	i	2%	1	-2%	-3%	-12%	-12%
CC12CCC(=O)N1C(C(=O)Nc1ccc(F)c(F)c1F)CS2 (stereo not drawn)	-4.0	21%	i	12%	0	-14%	9%	-4%	-8%

9 compounds already listed, sorted by SMILES length, lowest first.
SMILES	IL-2 act	GLP1R cytotox	PTHR1 agonist	GLP1R inv ag	PI5P4K alpha inh	GLP1R ag	EPAC1 agonist	PLK1 PBD block	EPAC1 antag
CN(Cc1ccccc1)C(=O)c1cccnc1	0.0	4%	i	2%	1	-2%	-3%	-12%	-12%
O=[N+]([O-])c1cc(C(F)(F)F)ccc1Cl	-0.2	1%	-15%	4%	1	1%	-10%	-10%	18%
O=C(Nc1ccccc1O)c1ccc([N+](=O)[O-])cc1	-0.5	-3%	-22%	24%	0	-6%	3%	-2%	-6%
CCOC(=O)c1cc2c(ccc3nc(C)c(C)c32)[nH]c1C	-1.3	184%[activator]	i	175%[activator]	-3	15%	-8%	-1%	-8%
COc1ccc(CCNS(=O)(=O)CCNC(=O)c2ccccc2)cc1	4.9	-5%	i	-19%	5	3%	8%	1%	8%
N#Cc1ccc(CSc2ccc(S(=O)(=O)N3CCCC3)cn2)cc1	-0.4	1%	-20%	?	7	-2%	17%	-7%	11%
COc1ccc(C2CC(c3ccc(Br)cc3)Nc3nc(N)nn32)cc1 (stereo not drawn)	-2.4	-3%	-7%[57.5 µM]	10%	·	-2%	-1%	-3%	9%
C/C(CC(=O)NCc1ccc(Cl)cc1)=N\NC(=O)c1ccccc1F	-2.0	3%	-17%	-14%	2	9%	14%	-16%	?
Cc1ccc(-c2nc(CS(=O)(=O)CC(=O)NCCCN3CCN(C)CC3)c(C)o2)cc1	2.9	-8%	i	4%	1	-1%	-4%	4%	14%

(more compounds)
SMILES	IL-2 act	GLP1R cytotox	PTHR1 agonist	GLP1R inv ag	PI5P4K alpha inh	GLP1R ag	EPAC1 agonist	PLK1 PBD block	EPAC1 antag
O=C(NC1CCSC1=O)c1ccccc1 (stereo not drawn)	-3.6	-8%	i	0%	-4	-11%	-2%	-12%	3%
CC(=O)Nc1ccc(NC(=O)C(C)Oc2ccccc2F)cc1 (stereo not drawn)	-1.2	3%	-9%[57.5 µM]	19%	2	0%	2%	-8%	-5%
O=c1c2ccccc2nnn1Cc1ccc2ccccc2c1	0.8	10%[7.66 µM]	-26%	18%[7.66 µM]	1	20%	9%	1%	-19%
Cn1nc(C(=O)NC2CCCCC2)c2c1-c1ccccc1S(=O)(=O)C2	-0.2	-17%	5%	14%	9	-3%	7%	-6%	?
Cc1ccc(S(=O)(=O)N2CCCCC2)cc1NC(=O)C1CC1	2.8	-1%	i	-14%	2	7%	8%	-21%	-16%
CN(C)S(=O)(=O)c1ccc(N2CCOCC2)nc1	-0.6	1%	i	0%	·	-9%	-5%	-3%	15%
CN(C)CCN1CCN(C2CN(Cc3cn(Cc4ccc(F)cc4)nn3)S(=O)(=O)C2)CC1 (stereo not drawn)	-0.5	-1%	-21%	6%	1	0%	1%	-12%	4%
Cc1cccc(C(=O)Nc2nnc(SCC(=O)NCc3ccco3)s2)c1	3.9	2%	-11%	0%	-9	-4%	-4%	-2%	-10%
CC(C)(C)CC(=O)Nc1nnc(-c2cccs2)s1	1.9	-14%	i	4%	-4	-1%	1%	?	8%
O=c1cc(C(Cl)(Cl)Cl)oc2c1ccc1ccccc12	-3.0	?	i	-13%	1	?	11%	-12%	-10%
Cc1ccc(NC(=O)COc2coc(CN3CCN(Cc4ccccc4)CC3)cc2=O)cc1	-2.0	15%	-41%[inhibitor]	7%	0	1%	0%	-11%	-18%
CNS(=O)(=O)c1ccc(NC(=O)c2csc(C)c2)cc1	-2.8	3%	i	59%[activator]	6	-2%	-1%	1%	13%
COc1ccc(O)c(/C=N/Nc2nc(Nc3ccccc3)nc(-n3nc(C)cc3C)n2)c1	-0.3	-42%	-6%	?	-27	-13%	2%	-1%	-14%
CCN(CC)CCNCc1ccc(-c2ccc(Cl)cc2)o1	-0.1	18%	i	?	·	-2%	0%	-2%	5%
CN(CCCNC(=O)c1cn(C)c2ccc(S(=O)(=O)N(C)C)cc2c1=O)c1ccccc1	-2.5	1%	-27%	-5%	-6	6%	2%	-8%	-8%
Cc1ccc(NC(=O)COC(=O)C2COc3ccccc3O2)cc1S(=O)(=O)N1CCOCC1 (stereo not drawn)	0.0	12%	?	18%	4	6%	1%	-16%	?
CN1C(=O)N(CC(=O)Nc2ccc3c(c2)OCO3)C(=O)C12CCCCC2	-3.0	-20%	i	8%	?	12%	5%	-1%	12%
O=C(CCc1ccc(O)cc1)NN=Cc1ccc2c(c1)OCO2	-0.5	?	-6%	?	-1	6%	9%	-4%	-2%
N#Cc1ccccc1NC(=O)CSc1ccc([N+](=O)[O-])cn1	-0.3	1%	i	-12%	-2	5%	7%	-18%	7%
COc1ccccc1NC(=O)CSc1nc2ccccc2n1C(C)=O	0.3	7%	i	0%	·	?	11%	-14%	-2%
Cc1csc(NC(=O)c2nc3nccc(C)n3n2)n1	0.3	25%	i	7%	?	-3%	-2%	3.4µM*	-12%

From PubChem BioAssay

Not all compounds are listed. The share of hits here may be higher or lower than overall.
